TDP1 inh: qHTS Assay for Inhibitors of Tyrosyl-DNA Phosphodiesterase (TDP1) | Tyrosyl-DNA phosphodiesterase 1 (Homo sapiens), Q9NUW8 | recombinant TDP1, AlphaScreen DNA substrate cleavage | Potency, µM (series often up to 130 µM), for inactives: at the top dose activity change, negative = inhibition, most hits filed as inhibitors | 350,000 tested, 0.28% active | AID 485290, 2010; note: nearly all actives have a fitted effect of over 40% in size
Target sequence (Q9NUW8 whole entry, looked up): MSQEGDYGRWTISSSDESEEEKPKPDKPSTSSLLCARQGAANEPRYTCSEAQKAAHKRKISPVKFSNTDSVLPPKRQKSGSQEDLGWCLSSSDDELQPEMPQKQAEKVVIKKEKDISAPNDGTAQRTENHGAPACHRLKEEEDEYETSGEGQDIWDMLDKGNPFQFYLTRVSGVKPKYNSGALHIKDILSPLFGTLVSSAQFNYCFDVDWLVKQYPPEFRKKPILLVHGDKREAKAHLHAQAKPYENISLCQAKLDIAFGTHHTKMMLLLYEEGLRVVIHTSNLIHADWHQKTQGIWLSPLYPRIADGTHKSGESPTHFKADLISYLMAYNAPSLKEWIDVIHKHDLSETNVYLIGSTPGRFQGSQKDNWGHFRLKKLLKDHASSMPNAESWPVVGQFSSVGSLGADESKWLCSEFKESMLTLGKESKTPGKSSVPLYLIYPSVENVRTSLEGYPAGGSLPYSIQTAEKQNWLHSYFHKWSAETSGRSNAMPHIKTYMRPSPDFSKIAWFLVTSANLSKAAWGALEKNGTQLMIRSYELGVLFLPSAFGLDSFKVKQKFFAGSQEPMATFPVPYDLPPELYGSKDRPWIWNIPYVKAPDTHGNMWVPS
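Enzyme-compound mixtures sat 15 min at room temperature, followed by a 5 min reaction with 15 nM final substrate and 10 min with AlphaScreen beads. Recombinant human Tdp1 was used at 1 nM final.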
DT40 TDP1 no CPT: qHTS for Inhibitors of human tyrosyl-DNA phosphodiesterase 1 (TDP1): qHTS in cells in absence of CPT; DT40 Tdp1-/- hTDP1 cells, no CPT, ATP luminescence, 48 h; 420,000 tested, 15% active; Potency, µM (series often up to 46.2 µM), inactives show at the top dose activity change, negative = growth inhibition, hits mostly inhibitors; AID 686978, 2013; note: nearly all actives have a fitted effect of over 55% in size
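Growth of hTDP1-complemented DT40 Tdp1-knockout cells is measured by ATP luminescence after at least 48 hr compound exposure at 37 °C, with DMSO substituting for the 20 nM CPT used in the parallel screen.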
GCN5L2 inh: qHTS Assay for Inhibitors of GCN5L2; GCN5L2 HAT assay, ThioGlo1 CoA-SH fluorescence; Potency, µM (top dose mostly 58.9 µM), for the others: at the highest dose activity change, negative = inhibition, hits mostly inhibitors; 390,000 tested, 0.21% active
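Compounds, pin-transferred from DMSO stocks, meet 20nM GCN5L2 for 15 min before the reaction begins with H3(1-25) peptide (75uM) and acetyl-CoA (70uM). Thiol-reactive ThioGlo1 reports CoA release over 20 min at room temperature.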
An asterisk follows results filed as active; [ ] = remark or other dose. Calls come from the whole dose curve; as a rule, active = well fitted curve in the direction sought with a large enough effect; inconclusive = small, poorly fitted or top-dose-only effect, or another doubt; inactive = no such curve, though single readings can be large; an effect the other way counts as inactive or inconclusive. % is set by controls: 0 for no effect and ±100 for the full control effect; potency is the fitted concentration of half-maximal effect.

`CCOc1cc2[nH]c(=S)n(CCOC)c(=O)c2cc1OCC` gave TDP1 inh 9%, DT40 TDP1 no CPT -14% and GCN5L2 inh -3%.
Screening O=C(CNc1ccc2c(c1)OCO2)N/N=C\c1cn(Cc2ccccc2)c2ccccc12 returned TDP1 inh 11%, DT40 TDP1 no CPT 23µM* and GCN5L2 inh -9%.
`Cc1nc(SCC(=O)c2ccc(F)c(F)c2)[nH]c(=O)c1Oc1ccc(Cl)cc1` gave TDP1 inh 0%, DT40 TDP1 no CPT -27% and GCN5L2 inh -5%.
`COc1ccc(-c2cc(C(=O)Nc3cc(OC)cc(C(=O)Nc4cccc(C(F)(F)F)c4)c3)[nH]n2)cc1` gave TDP1 inh -9%, DT40 TDP1 no CPT 2.6µM* and GCN5L2 inh 22%.
For CCN(CC)C(=O)Nc1ccc(Br)cc1 the results were TDP1 inh 2%, DT40 TDP1 no CPT -9% and GCN5L2 inh -4%.
O=C(CC(=O)Nc1ccccc1F)Nc1ccccc1F was read as DT40 TDP1 no CPT 0% and GCN5L2 inh -25%.
CC(=O)c1ccc(Nc2cnn(C34CC5CC(CC(CC(=O)O)(C5)C3)C4)c(=O)c2Cl)cc1 was read as TDP1 inh 6%, DT40 TDP1 no CPT -3% and GCN5L2 inh -9%.
CC(C)OCCCNC(=O)c1cc2c(=O)n(C)c3ccccc3c2n1C was read as TDP1 inh 7%, DT40 TDP1 no CPT inconclusive and GCN5L2 inh -4%.
For COc1ccc(-c2nnnn2C)cc1S(=O)(=O)NCc1ccccc1 the results were TDP1 inh 0%, DT40 TDP1 no CPT 5% and GCN5L2 inh -5%.
Cc1ccc(C)c(NC(=O)c2sc(Cl)nc2C)c1 was read as TDP1 inh -3%, DT40 TDP1 no CPT 10% and GCN5L2 inh 3%.
Screening Cc1cc(C)c2ccc(C(=O)O)nc2c1O returned TDP1 inh 13%, DT40 TDP1 no CPT -24% and GCN5L2 inh -7%.
Brc1ccc2nc(N3CCN(c4ccccc4)CC3)sc2c1 was read as TDP1 inh 5%, DT40 TDP1 no CPT -4% and GCN5L2 inh -1%.
Screening O=c1c2ccccc2[nH]c(=S)n1CCCN1CCOCC1 returned TDP1 inh 3%, DT40 TDP1 no CPT 9% and GCN5L2 inh -3%.
For COCCN(C(=S)Nc1c(C)cc(C)cc1C)C(C)c1cccnc1 (centres undefined) the results were TDP1 inh 1%, DT40 TDP1 no CPT -53% and GCN5L2 inh -1%.
For COc1ccc(CNCC(O)(c2ccccc2)c2ccccc2)cc1OC the results were TDP1 inh 3%, DT40 TDP1 no CPT 13µM* and GCN5L2 inh -3%.
Screening CCCc1cc(-c2n[nH]c(=S)n2CC(C)C)cs1 returned TDP1 inh -3%, DT40 TDP1 no CPT 21µM* and GCN5L2 inh -4%.
Screening CN(C)C(=O)CSC1c2ccccc2C(=O)N1c1ccccc1 (centres undefined) returned TDP1 inh 4%, DT40 TDP1 no CPT 11% and GCN5L2 inh 2%.
`Cc1c(Cl)cccc1NC(=O)CCC(=O)NNC(=O)CCC(=O)O` gave TDP1 inh 5%, DT40 TDP1 no CPT -24% and GCN5L2 inh 1%.
For CC1(c2cccs2)CC(c2cccs2)=C(C#N)C(=O)N1 (centres undefined) the results were TDP1 inh -6%, DT40 TDP1 no CPT -15% and GCN5L2 inh -1%.
For O=C(N/N=C/c1ccc(F)cc1)c1cc(-c2ccc3c(c2)OCO3)n[nH]1 the results were DT40 TDP1 no CPT 23µM* and GCN5L2 inh 25%.
For Cc1ccc(NC(=O)CC2NCCNC2=O)cc1Cl (centres undefined) the results were TDP1 inh 4%, DT40 TDP1 no CPT 0% and GCN5L2 inh -5%.
COc1ccc(C(=O)/C=C/Nc2ccc([N+](=O)[O-])cc2)cc1 was read as TDP1 inh 5%, DT40 TDP1 no CPT -2% and GCN5L2 inh -2%.
Screening CC(=O)NCC(c1ccc2c(c1)OCO2)N1CCN(c2ccccc2)CC1 (centres undefined) returned TDP1 inh -3%, DT40 TDP1 no CPT -3% and GCN5L2 inh -2%.
Screening COc1ccc(NC(=O)Cn2c(SCc3ccc(C)cc3)nc3cccnc32)c(OC)c1 returned TDP1 inh 2%, DT40 TDP1 no CPT inconclusive and GCN5L2 inh -3%.

Random excerpt: 5 compounds from above.
For O=C(N/N=C/c1ccc(F)cc1)c1cc(-c2ccc3c(c2)OCO3)n[nH]1 the results were DT40 TDP1 no CPT 23µM* and GCN5L2 inh 25%.
Screening CN(C)C(=O)CSC1c2ccccc2C(=O)N1c1ccccc1 (centres undefined) returned TDP1 inh 4%, DT40 TDP1 no CPT 11% and GCN5L2 inh 2%.
For CC1(c2cccs2)CC(c2cccs2)=C(C#N)C(=O)N1 (centres undefined) the results were TDP1 inh -6%, DT40 TDP1 no CPT -15% and GCN5L2 inh -1%.
For COCCN(C(=S)Nc1c(C)cc(C)cc1C)C(C)c1cccnc1 (centres undefined) the results were TDP1 inh 1%, DT40 TDP1 no CPT -53% and GCN5L2 inh -1%.
Screening COc1ccc(NC(=O)Cn2c(SCc3ccc(C)cc3)nc3cccnc32)c(OC)c1 returned TDP1 inh 2%, DT40 TDP1 no CPT inconclusive and GCN5L2 inh -3%.

Additional records follow:
O=c1cc(CSc2ccc(Cl)cc2)nc(-c2ccccn2)[nH]1 was read as DT40 TDP1 no CPT 4.1µM* and GCN5L2 inh 5%.
For CCOc1ccc(NC(=O)Cc2ccc(S(=O)(=O)N3CCCCC3)cc2)cc1OCC the results were TDP1 inh 1%, DT40 TDP1 no CPT inconclusive and GCN5L2 inh -5%.
CN(C)CCNc1c2c(nc3nnnn13)CCCC2 was read as TDP1 inh 3%, DT40 TDP1 no CPT -1% and GCN5L2 inh -4%.
CCN(CC)C(=O)CSc1nc2ccccc2c(=O)n1CC was read as TDP1 inh 7%, DT40 TDP1 no CPT -24% and GCN5L2 inh -2%[0.501 µM].
COC(=O)Nc1sc2c(c1C(N)=O)CCCCCC2 was read as TDP1 inh 1%, DT40 TDP1 no CPT 21µM* and GCN5L2 inh -9%.
`COc1ccc(-c2noc(-c3ccc(NC4CCCC4)c([N+](=O)[O-])c3)n2)cc1` gave TDP1 inh 6%, DT40 TDP1 no CPT -14% and GCN5L2 inh -6%.
Screening CCOc1ccc(Cn2nnc(C(=O)NCc3ccccc3)c2N)cc1 returned TDP1 inh -4%, DT40 TDP1 no CPT -21% and GCN5L2 inh -5%.
Screening CSCC(=O)N1CCc2ccc(NC(=O)c3ccccc3Cl)cc2C1 returned DT40 TDP1 no CPT inconclusive and GCN5L2 inh -2%.
Screening COc1ccc(CC(=O)NCC(c2ccc(N(C)C)cc2)N2CCOCC2)cc1 (centres undefined) returned TDP1 inh 1%, DT40 TDP1 no CPT inconclusive and GCN5L2 inh 16%.
S=C(Nc1ccc(Cl)c(Cl)c1)N1CCCC1 was read as DT40 TDP1 no CPT -20% and GCN5L2 inh 2%.
`O=C(CCC(=O)N1CCOc2ccccc21)N1CCOCC1` gave DT40 TDP1 no CPT -1% and GCN5L2 inh 3%.
Screening COc1ccc(Cl)cc1NC(=S)N1CCN(S(C)(=O)=O)CC1 returned TDP1 inh 6%, DT40 TDP1 no CPT -11% and GCN5L2 inh 3%.
Screening Cc1ccsc1/C=C/c1ccc2ccccc2n1 returned DT40 TDP1 no CPT inconclusive and GCN5L2 inh inconclusive.
For CN(C)c1ccc(P(=O)(OCc2ccccc2)C(O)c2ccccc2F)cc1 (centres undefined) the results were TDP1 inh -4%, DT40 TDP1 no CPT inconclusive and GCN5L2 inh -3%.
For Cc1ccc(NC(=O)Cn2c(=O)n(Cc3nc(-c4ccccc4)no3)c(=O)c3cc4c(cc32)OCO4)cc1F the results were TDP1 inh 3%, DT40 TDP1 no CPT inconclusive and GCN5L2 inh -3%.
For O=C(Cn1c(=O)n(-c2ccc(Cl)cc2)c(=O)c2oc3ccccc3c21)Nc1ccccc1 the results were TDP1 inh 5%, DT40 TDP1 no CPT inconclusive and GCN5L2 inh -10%.
For O=C(NCc1ncc(C(F)(F)F)cc1Cl)Nc1ccccc1 the results were DT40 TDP1 no CPT -9% and GCN5L2 inh 16%.
Screening COc1ccc(CC(=O)Nc2ccccc2-c2ccccc2)cc1OC returned TDP1 inh 11%, DT40 TDP1 no CPT 21µM* and GCN5L2 inh -4%.
Screening COc1ccc(C2C3=C(N=C4SCC(=O)N42)c2ccccc2CC3)cc1OC (centres undefined) returned TDP1 inh 3%, DT40 TDP1 no CPT 15µM* and GCN5L2 inh -6%.
`CCOC(=O)C1=C(CN2CCCCCC2)NC(=O)NC1c1cccc([N+](=O)[O-])c1` (centres undefined) gave TDP1 inh 6%, DT40 TDP1 no CPT 21µM* and GCN5L2 inh -2%.
`Cc1ccccc1OCC(=O)Nc1ccc2c(c1)C(=O)c1ccccc1C2=O` gave TDP1 inh 1%, DT40 TDP1 no CPT 0% and GCN5L2 inh -3%.
Screening O=C(Cc1nc2ccccc2[nH]1)NCc1ccco1 returned TDP1 inh 2%, DT40 TDP1 no CPT -21% and GCN5L2 inh -6%.
Cc1ccc(CNC(=O)c2cc3ccc4cccnc4c3[nH]2)cc1 was read as TDP1 inh 4%, DT40 TDP1 no CPT inconclusive and GCN5L2 inh 30%[activator].
For CCN(CC)C(=O)C1CCCN(Cc2ccc(OC)c(C)c2)C1 (centres undefined) the results were TDP1 inh -7%, DT40 TDP1 no CPT 4% and GCN5L2 inh 0%.
For NS(=O)(=O)c1ccc(N/C=C\C(=O)c2ccc3ccccc3c2)cc1 the results were TDP1 inh 0%, DT40 TDP1 no CPT 10% and GCN5L2 inh -16%.
Screening CC(=O)NC(c1ccc2ccccc2c1)c1ccc2cccnc2c1O (centres undefined) returned DT40 TDP1 no CPT 4.6µM* and GCN5L2 inh -8%.
`CCn1c(SCC(=O)N2CCN(c3ccccc3)CC2)nnc1-c1cc2cc(Cl)ccc2o1` gave TDP1 inh 2%, DT40 TDP1 no CPT inconclusive and GCN5L2 inh 1%.
For Cn1c(=O)c2c(nc3n(-c4ccc(O)cc4)c(-c4ccc(Br)cc4)cn23)n(C)c1=O the results were TDP1 inh 2%, DT40 TDP1 no CPT -6% and GCN5L2 inh -3%.
`COc1ccc(/C=C/C(=O)NC(=S)N2CCN(c3ccccn3)CC2)cc1OC` gave TDP1 inh 4%, DT40 TDP1 no CPT inconclusive and GCN5L2 inh -15%.
`COc1cc2ccccc2cc1C(=O)Nc1cccc(-c2nc3ccccc3o2)c1` gave TDP1 inh 0%[12.3 µM], DT40 TDP1 no CPT 21µM* and GCN5L2 inh -12%.
For CC1CCCCN1S(=O)(=O)c1ccc(F)c(C(=O)Nc2ccccc2C(F)(F)F)c1 (centres undefined) the results were TDP1 inh -5%, DT40 TDP1 no CPT 18µM* and GCN5L2 inh -10%.
Screening O=C(N1CCN(c2ccccc2F)CC1)C1(c2cccs2)CCOCC1 returned TDP1 inh -1%, DT40 TDP1 no CPT 18µM* and GCN5L2 inh -3%.
For CCn1cc(C(=O)NC2CCCCCC2)c2cc(OC)c(OC)cc2c1=O the results were TDP1 inh 3%, DT40 TDP1 no CPT inconclusive and GCN5L2 inh 0%.
For CCc1noc(C)c1C(=O)OCC(=O)NCc1ccc(Cl)cc1 the results were TDP1 inh 0%, DT40 TDP1 no CPT -20% and GCN5L2 inh 1%.
`CC(N)CCCP(=O)(O)O` (centres undefined) gave TDP1 inh -6%, DT40 TDP1 no CPT -11% and GCN5L2 inh -1%.
For Cc1ccc(-c2cc(C(=O)N3CCN(c4ccccc4)CC3)c3ccccc3n2)cc1C the results were TDP1 inh 8%, DT40 TDP1 no CPT 16µM* and GCN5L2 inh -12%.
CNC(=O)c1ccccc1NC(=O)c1cccc(S(=O)(=O)N2CCCCC2)c1 was read as TDP1 inh 3%, DT40 TDP1 no CPT -8% and GCN5L2 inh -4%.
Screening COc1cc(C(=O)Nc2cccc(C(C)=O)c2)cc(OC)c1OC returned TDP1 inh 5%, DT40 TDP1 no CPT 5% and GCN5L2 inh -10%.
`CCc1sc(Nc2cccc(Cl)c2)nc1-c1cc2cccc(OC)c2oc1=O` gave TDP1 inh -2%, DT40 TDP1 no CPT 16µM* and GCN5L2 inh -2%.
For CCc1cc2cccc(C)c2nc1SCC(=O)Nc1nonc1C the results were TDP1 inh -5%, DT40 TDP1 no CPT 2% and GCN5L2 inh -2%.
Screening CC(Oc1ccc(F)cc1)C(=O)Oc1ccc(N(C)S(=O)(=O)c2ccccc2)cc1 (centres undefined) returned DT40 TDP1 no CPT -26% and GCN5L2 inh -15%.
For CCOc1ccc(C(=O)NC(=S)Nc2cccc(S(=O)(=O)NC3=NCCC3)c2)cc1 the results were TDP1 inh 7%, DT40 TDP1 no CPT 0.82µM* and GCN5L2 inh -7%.

Compound activity: PubChem BioAssay, National Center for Advancing Translational Sciences (NCATS)

A portion of the library; rates above refer to the full screens.
